High-throughput results deposited in PubChem BioAssay by Broad Institute.
mut p53 react: restores mutant p53 pathway signaling in SW480 cells; SW480 PUMA-promoter luciferase, p53 mutant reactivation; 1.5% of 28,000 active; activation, % at 9.98 µM; in the data active = activation above about 52%
STK33 kin inh: inhibitors of human STK33 kinase | ADP-Glo luminescence, MBP substrate | inhibition, % at 12.5 µM | 0.44% of 27,000 active; in the data active = inhibition above about 20%
Target sequence (Q9BYT3 whole entry, looked up): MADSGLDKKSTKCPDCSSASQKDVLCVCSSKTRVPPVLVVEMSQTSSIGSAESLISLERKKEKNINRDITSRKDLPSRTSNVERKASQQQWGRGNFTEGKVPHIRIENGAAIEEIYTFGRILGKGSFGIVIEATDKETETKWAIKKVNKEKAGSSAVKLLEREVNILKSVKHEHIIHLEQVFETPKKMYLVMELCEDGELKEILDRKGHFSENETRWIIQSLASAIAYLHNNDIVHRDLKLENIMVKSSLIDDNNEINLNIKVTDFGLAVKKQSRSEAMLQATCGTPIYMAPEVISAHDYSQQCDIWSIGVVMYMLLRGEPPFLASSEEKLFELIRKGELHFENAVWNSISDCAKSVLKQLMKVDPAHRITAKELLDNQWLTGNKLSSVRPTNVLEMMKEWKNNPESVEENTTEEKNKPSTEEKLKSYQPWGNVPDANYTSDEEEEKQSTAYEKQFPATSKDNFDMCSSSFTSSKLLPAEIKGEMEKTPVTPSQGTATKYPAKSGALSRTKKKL
* marks the source's active call; other numbers are inactive results; x = not tested or not shown.

(1) Cc1ccc(S(=O)(=O)Nc2ccc3c(c2)CC(=O)N([C@H](C)CO)C[C@H](C)[C@H](CN(C)C(=O)Nc2ccc(C(F)(F)F)cc2)O3)cc1
(2) CSc1ccc(C2C(C(=O)c3sc(C)nc3C)C(=O)C(=O)N2Cc2cccnc2)cc1 (configuration not stated)
(3) COc1ccc(NC(=O)Nc2ccc3c(c2)CC(=O)N([C@H](C)CO)C[C@H](C)[C@H](CN(C)S(=O)(=O)c2ccccc2)O3)cc1
(4) COc1ccc(-c2cc(-c3cccs3)nc(SC(C(=O)O)c3ccccc3)c2C#N)cc1 (configuration not stated)
(5) Cc1cccc(CN(C)C[C@H]2OCc3cn(nn3)CCCC(=O)N([C@H](C)CO)C[C@@H]2C)c1
(6) COc1cccc(NC(=O)CN(C)S(=O)(=O)c2ccc3ccccc3c2)c1
(7) O=C(O)C1C2C=CC(C2)C1C(=O)N1CCc2c([nH]c3ccccc23)C1C(F)(F)F (configuration not stated)
(8) COc1ccc(NC(=O)Nc2ccc3c(c2)C(=O)N([C@H](C)CO)C[C@H](C)[C@H](CN(C)Cc2ccc(C(F)(F)F)cc2)O3)cc1

Screen / compound no.	1	2	3	4	5	6	7	8
mut p53 react	x	28	x	-37	x	-7	1	x
STK33 kin inh	-1	-1	-1	1	-2	0	x	-2

(9) O=C(COc1ccccc1)Nc1cccc(-c2nc3c(ccc4ccccc43)o2)c1
(10) NC(=O)[C@@H]1[C@H]2C(=O)O[C@H](c3ccccc3)[C@H](c3ccccc3)N2[C@H](c2ccc(O)cc2)[C@@]12C(=O)Nc1ccc(C#CC3(O)CCCCCC3)cc12
(11) CC1CCC2(CC1)Oc1ccccc1C1CC(c3ccco3)=NN12 (configuration not stated)
(12) Cc1noc(C)c1S(=O)(=O)Nc1ccc2c(c1)C(=O)N([C@H](C)CO)C[C@H](C)[C@H](CN(C)C(=O)NC(C)C)O2
(13) O=C(CCSc1nnc(-c2cccc([N+](=O)[O-])c2)o1)Nc1ccc(Br)cc1
(14) C[C@H]1CN([C@@H](C)CO)C(=O)CCCn2nncc2CO[C@@H]1CN(C)Cc1ccc2cccnc2c1
(15) CCOC(=O)CN(c1c(C)cccc1C)S(C)(=O)=O
(16) C/C=C/c1ccc2c(c1)O[C@@H](CN(C)C(=O)NCCC)[C@H](C)CN([C@H](C)CO)S2(=O)=O

Screen / compound no.	9	10	11	12	13	14	15	16
mut p53 react	-1	x	45	x	1	x	-9	-5
STK33 kin inh	-6	4	x	2	-5	-2	0	x

(17) C[C@H]1CN([C@@H](C)CO)C(=O)c2cc(NC(=O)CCN3CCOCC3)ccc2O[C@H]1CN(C)Cc1ccc(Oc2ccccc2)cc1
(18) CCn1c2c(c3cc(Br)ccc31)CCCC2=O
(19) CC(NS(=O)(=O)c1ccc(Cl)cc1)C(=O)Nc1cccc(Br)c1 (configuration not stated)
(20) Cc1ccc(OCC(=O)Nc2ccc(Cl)cc2)c(-n2nc3ccccc3n2)c1
(21) C[C@@H]1CN([C@@H](C)CO)C(=O)c2cc(NC(=O)Nc3ccccc3)ccc2O[C@@H]1CN(C)Cc1ccc(Oc2ccccc2)cc1
(22) C[C@H]1CCCCO[C@@H](CN(C)C(=O)c2ccncc2)[C@@H](C)CN([C@@H](C)CO)C(=O)c2cc(NS(C)(=O)=O)ccc2O1
(23) COc1cc2c(cc1NC(=O)c1nc3ncccn3n1)oc1ccccc12
(24) COCCNc1nc2c(c(=O)n(C)c(=O)n2C)n1Cc1ccc(Cl)cc1Cl

Screen / compound no.	17	18	19	20	21	22	23	24
mut p53 react	x	x	7	-24	x	7	7	-18
STK33 kin inh	-2	6	-2	4	-1	x	-3	2

(25) c1ccc2nc(C3=NCCN3)cnc2c1
(26) COC(=O)C1C2CC3c4[nH]c5cc(OC)ccc5c4CCN3CC2CC(OC(=O)c2cc(OC)c(OC)c(OC)c2)C1OC (configuration not stated)
(27) C[C@H](CO)N1C[C@H](C)[C@@H](CN(C)C(=O)Nc2cccc(F)c2)OCc2cnnn2CCCC1=O
(28) O=c1cc(-c2ccc(O)cc2)oc2cc(O)cc(O)c12
(29) CNC[C@H]1Oc2ccc(NC(=O)CCCN(C)C)cc2C(=O)N([C@@H](C)CO)C[C@H]1C
(30) C[C@H]1CN([C@@H](C)CO)C(=O)c2cc(NS(=O)(=O)c3ccc(Cl)cc3)ccc2O[C@@H]1CN(C)C(=O)Nc1ccc2c(c1)OCO2
(31) Cc1noc(C)c1NC(=O)Nc1ccc2c(c1)CC(=O)N([C@H](C)CO)C[C@H](C)[C@H](CN(C)S(=O)(=O)c1ccccc1)O2
(32) O=C1C(=O)N(Cc2ccco2)C(c2ccccc2)C1C(=O)c1cccs1 (configuration not stated)

Screen / compound no.	25	26	27	28	29	30	31	32
mut p53 react	-6	-15	7	x	-1	0	-10	3
STK33 kin inh	x	x	-1	54*	x	x	-2	0

(33) Cc1noc(C)c1S(=O)(=O)Nc1ccc2c(c1)C(=O)N([C@@H](C)CO)C[C@H](C)[C@H](CN(C)S(=O)(=O)c1cccs1)O2
(34) Cc1noc(C)c1S(=O)(=O)N(C)C[C@H]1Oc2ccc(NC(=O)CCN3CCOCC3)cc2CC(=O)N([C@@H](C)CO)C[C@H]1C
(35) Cc1nn(C)c(C)c1NC(=O)CSc1nnc(-c2cccc(Br)c2)n1-c1ccccc1
(36) O=C(Nc1ccccc1)Nc1ccccc1
(37) CCn1c(SCC(=O)Nc2ccc(Cl)c(Cl)c2)nnc1-c1cc2cccc(OC)c2o1
(38) Cc1cccc(N(C)S(=O)(=O)c2ccc3c(c2)CCC(=O)N3)c1
(39) Cc1noc(C)c1S(=O)(=O)N(C)C[C@@H]1Oc2ccc(NC(=O)CCC(F)(F)F)cc2CC(=O)N([C@H](C)CO)C[C@@H]1C
(40) CC(C)NC(=O)N(C)C[C@@H]1Oc2ccc(NC(=O)Cc3ccccc3)cc2CC(=O)N([C@H](C)CO)C[C@H]1C

Screen / compound no.	33	34	35	36	37	38	39	40
mut p53 react	x	8	-16	x	-9	23	x	x
STK33 kin inh	-1	x	0	0	3	x	-1	8

(41) C[C@H](CO)N1C[C@H](C)[C@@H](CN(C)C(=O)Nc2ccc(F)cc2)OCc2cn(nn2)CCCC1=O
(42) Cc1ccc(S(=O)(=O)N(C)CC(=O)Nc2ccccc2C(N)=O)cc1
(43) CC(=O)c1ccccc1NS(=O)(=O)c1c(C)nn(-c2ccccc2)c1C
(44) Cc1nc(C(N)=NC(=O)c2ccc(OC(F)(F)F)cc2)cs1
(45) CSc1ccccc1NC(=O)CSc1nnnn1-c1ccccc1C
(46) CC1Sc2ccc(Cl)cc2C(=O)/C1=C/N(C)C (configuration not stated)
(47) COc1ccc(-c2nc3ccccc3o2)cc1NC(=O)COc1ccc(C(C)C)cc1
(48) C[C@@H]1CN([C@H](C)CO)C(=O)c2c(c3ccccc3n2C)-c2ccccc2CO[C@@H]1CN(C)C(=O)Nc1ccccc1

Screen / compound no.	41	42	43	44	45	46	47	48
mut p53 react	x	-11	-24	x	4	-17	42	11
STK33 kin inh	-9	-1	2	-2	3	x	-1	x

Values by screen from the list.
STK33 kin inh, compounds 35 to 42 → 0, 0, 3, x, -1, 8, -9, -1

More results.
(49) C[C@H]1CN([C@@H](C)CO)C(=O)c2cc(NC(=O)Cn3cnnn3)ccc2O[C@@H]1CN(C)S(C)(=O)=O
(50) O=C(Nc1ccc2c(c1)[C@H]1C[C@@H](CC(=O)N3CCc4ccccc4C3)O[C@H](CO)[C@H]1O2)C1CCC1
(51) C[C@H](CO)N1C[C@H](C)[C@H](CN(C)Cc2ccncc2)Oc2ccc(NS(C)(=O)=O)cc2CC1=O
(52) COc1ccc(S(=O)(=O)N(C)CC(=O)Nc2cccc(SC)c2)cc1C
(53) Cc1ccc(-c2nnc(SCC(=O)c3cccc([N+](=O)[O-])c3)n2C)cc1
(54) COc1ccc(NC(=O)Nc2ccc3c(c2)C(=O)N([C@@H](C)CO)C[C@H](C)[C@@H](CN(C)C(=O)CCCN(C)C)OCCCC[C@H](C)O3)cc1
(55) Cc1noc(C)c1NC(=O)Nc1ccc2c(c1)CC(=O)N([C@@H](C)CO)C[C@H](C)[C@@H](CN(C)S(=O)(=O)c1ccccc1)O2
(56) COc1ccccc1-c1ccc2c(c1)O[C@@H](CN(C)C(=O)Nc1ccccc1)[C@H](C)CN([C@H](C)CO)S2(=O)=O

Screen / compound no.	49	50	51	52	53	54	55	56
mut p53 react	x	9	11	-3	1	17	4	-5
STK33 kin inh	-10	x	0	-1	1	x	0	x

(57) C[C@@H]1CN([C@@H](C)CO)C(=O)Cc2cc(NC(=O)Cc3ccccc3)ccc2O[C@H]1CN(C)C(=O)Nc1ccccc1
(58) Cc1c(C(=O)Nc2cnccn2)oc2ccccc12
(59) C[C@H](CO)N1C[C@H](C)[C@H](CN(C)Cc2ccncc2)Oc2ccc(NC(=O)c3ccncc3)cc2C1=O
(60) C[C@H](CO)N1C[C@H](C)[C@H](CN(C)C(=O)Nc2ccc(C(F)(F)F)cc2)Oc2ccc(NS(=O)(=O)c3cn(C)cn3)cc2C1=O
(61) CS(=O)(=NS(=O)(=O)c1ccc(-c2ccccn2)s1)c1ccc(Cl)cc1 (configuration not stated)
(62) C[C@H]1CN([C@@H](C)CO)C(=O)c2cc(C3=CCCC3)cnc2O[C@H]1CN(C)Cc1ccccc1F
(63) C[C@@H]1CN([C@@H](C)CO)S(=O)(=O)c2ccc(C#Cc3ccc(F)cc3)cc2O[C@H]1CN(C)S(=O)(=O)c1cn(C)cn1
(64) Cn1c(SCC(=O)Nc2ccc3c(c2)oc2ccccc23)nc2ccccc2c1=O

Screen / compound no.	57	58	59	60	61	62	63	64
mut p53 react	5	24	x	3	x	7	-25	30
STK33 kin inh	x	-2	0	-1	0	x	x	2

(65) COc1cccc(/C=N/c2c(-c3ccccc3)c(C(F)(F)F)nn2C)c1OC
(66) COc1cc(C(=O)OCc2ccc(-c3cccc(Cl)c3Cl)o2)cc(OC)c1OC
(67) C[C@@H]1CN([C@H](C)CO)C(=O)c2cc(C#CC3CC3)cnc2O[C@H]1CN(C)C(=O)Nc1ccc(F)cc1
(68) COc1ccc(CN(C)C[C@@H]2Oc3ccc(NC(=O)Nc4ccc(F)cc4)cc3C(=O)N([C@H](C)CO)C[C@H]2C)cc1
(69) Cc1ccc(-c2nnc(SCC(=O)c3ccc([N+](=O)[O-])cc3)o2)cc1
(70) CNC[C@@H]1Oc2c(NC(=O)Nc3cccc4ccccc34)cccc2C(=O)N([C@@H](C)CO)C[C@H]1C
(71) COc1ccc(C(=O)CSc2nnc(-c3ccccc3)n2-c2ccccc2)cc1
(72) C[C@H]1CN([C@@H](C)CO)C(=O)c2cccc(NC(=O)c3cnccn3)c2O[C@@H]1CN(C)Cc1ccncc1

Screen / compound no.	65	66	67	68	69	70	71	72
mut p53 react	4	-8	0	-14	5	9	11	-9
STK33 kin inh	x	5	x	x	2	x	1	x

Copied from above: compounds 1–7
(1) Cc1ccc(S(=O)(=O)Nc2ccc3c(c2)CC(=O)N([C@H](C)CO)C[C@H](C)[C@H](CN(C)C(=O)Nc2ccc(C(F)(F)F)cc2)O3)cc1
(2) CSc1ccc(C2C(C(=O)c3sc(C)nc3C)C(=O)C(=O)N2Cc2cccnc2)cc1 (configuration not stated)
(3) COc1ccc(NC(=O)Nc2ccc3c(c2)CC(=O)N([C@H](C)CO)C[C@H](C)[C@H](CN(C)S(=O)(=O)c2ccccc2)O3)cc1
(4) COc1ccc(-c2cc(-c3cccs3)nc(SC(C(=O)O)c3ccccc3)c2C#N)cc1 (configuration not stated)
(5) Cc1cccc(CN(C)C[C@H]2OCc3cn(nn3)CCCC(=O)N([C@H](C)CO)C[C@@H]2C)c1
(6) COc1cccc(NC(=O)CN(C)S(=O)(=O)c2ccc3ccccc3c2)c1
(7) O=C(O)C1C2C=CC(C2)C1C(=O)N1CCc2c([nH]c3ccccc23)C1C(F)(F)F (configuration not stated)

Screen / compound no.	1	2	3	4	5	6	7
mut p53 react	x	28	x	-37	x	-7	1
STK33 kin inh	-1	-1	-1	1	-2	0	x

Not all compounds are listed. The share of hits here may be higher or lower than overall.
